Source: PubChem BioAssay
GLD-1 TGE inh: GLD-1-TGE RNA interaction inhibition (C. elegans) | Q17339 | purified GLD-1 + fluorescein TGE RNA, fluorescence polarization | inhibition, % at 5.96 µM | 320,000 compounds, 0.44% hits | AID 2280;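 active = percent inhibition above a per-plate cutoff, the plate mean of test compounds plus 3 SD, cut at about 30% in these data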;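 also: 0% = DMSO wells with GLD-1 and probe and 100% = wells lacking GLD-1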
MCL1 BIM primary: MCL1-BIM-BH3 interaction inhibition (human); GST-MCL1 / FITC-Bim-BH3 fluorescence polarization; Q07820; AID 2057; inhibition, % at 10.9 µM; 320,000 compounds, 0.68% hits;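 active = inhibition above the mean inhibition of all tested compounds plus 3 SD, set per campaign, cut at about 40% in these data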;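 also: 0% = DMSO wells and 100% = unlabeled Bim-BH3 peptide control; higher means more loss of mP so more displacement of Bim peptide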
pPAFAH inh: inhibitors of human plasma PAF acetylhydrolase (pPAFAH) | recombinant pPAFAH, FP-rhodamine probe fluorescence polarization | inhibition, % at 3.39 µM | 330,000 compounds, 1.5% hits | AID 463082;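 active = inhibition above the mean inhibition across the screen plus 3 SD, cut at about 25% in these data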;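 also: inhibitors block binding of the rhodamine activity-based probe so polarization drops; 0% = enzyme with DMSO and 100% = wells lacking pPAFAH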
Target sequence (Q13093 whole entry, looked up): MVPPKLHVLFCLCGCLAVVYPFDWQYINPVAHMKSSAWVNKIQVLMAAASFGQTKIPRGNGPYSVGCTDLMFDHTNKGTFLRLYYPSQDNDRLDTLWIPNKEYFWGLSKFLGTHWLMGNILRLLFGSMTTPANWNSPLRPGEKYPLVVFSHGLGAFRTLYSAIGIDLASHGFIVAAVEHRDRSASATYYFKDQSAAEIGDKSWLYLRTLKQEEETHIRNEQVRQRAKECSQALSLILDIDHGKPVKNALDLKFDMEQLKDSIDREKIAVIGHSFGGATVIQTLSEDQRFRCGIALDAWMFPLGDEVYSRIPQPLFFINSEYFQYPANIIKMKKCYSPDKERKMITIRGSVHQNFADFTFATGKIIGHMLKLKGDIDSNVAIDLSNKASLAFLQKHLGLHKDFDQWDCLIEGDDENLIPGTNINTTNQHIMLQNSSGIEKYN
BCLXL inh: blocks human Bcl-xL binding to Bim BH3 peptide | inhibition, % at 10.9 µM | GST-Bcl-xL / FITC-Bim BH3 peptide fluorescence polarization | 320,000 compounds, 0.7% hits;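 active = inhibition above the mean of all tested compounds plus 3 SD, cutoff set per campaign, cut at about 30% in these data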;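 also: 0% = DMSO wells and 100% = unlabeled Bim-BH3 peptide competitor; inhibitors lower millipolarization by displacing the labeled peptide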
Target sequence (Q07817 whole entry, looked up): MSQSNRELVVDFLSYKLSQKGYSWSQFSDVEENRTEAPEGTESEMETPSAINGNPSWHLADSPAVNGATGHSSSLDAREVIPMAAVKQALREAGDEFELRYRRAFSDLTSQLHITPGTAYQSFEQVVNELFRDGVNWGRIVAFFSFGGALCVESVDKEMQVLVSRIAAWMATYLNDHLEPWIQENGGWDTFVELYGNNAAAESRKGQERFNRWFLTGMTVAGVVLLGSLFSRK
PME-1 inh: PME-1 (human) inhibition | 320,000 compounds, 0.53% hits | inhibition, % at 5.9 µM | recombinant PME-1, FP-Rh probe fluorescence polarization | Q9Y570 | AID 2130;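 active = inhibition above the campaign mean of all compounds plus 3 SD, cut at about 26% in these data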;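 also: competitive labeling of PME-1 active site by serine hydrolase directed probe; 0% = PME-1 with DMSO and 100% = wells lacking PME-1 enzyme; inhibitors block probe labeling so polarization falls and inhibition rises; many of its hits are not listed in these tables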
Target sequence (Q9Y570 whole entry, looked up): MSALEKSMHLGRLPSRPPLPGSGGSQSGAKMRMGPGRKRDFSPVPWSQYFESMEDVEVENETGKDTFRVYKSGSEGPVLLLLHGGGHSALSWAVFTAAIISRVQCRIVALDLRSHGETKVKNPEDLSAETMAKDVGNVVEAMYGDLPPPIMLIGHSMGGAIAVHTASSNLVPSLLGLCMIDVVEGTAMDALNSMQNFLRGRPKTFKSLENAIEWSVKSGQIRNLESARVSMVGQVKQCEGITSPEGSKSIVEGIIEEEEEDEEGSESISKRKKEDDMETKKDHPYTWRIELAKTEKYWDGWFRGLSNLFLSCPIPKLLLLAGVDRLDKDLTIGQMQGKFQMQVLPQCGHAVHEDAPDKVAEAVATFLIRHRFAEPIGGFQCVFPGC
PAFAH1B2 FP inh: inhibitors of human PAFAH1B2; inhibition, % at 3.39 µM; 340,000 compounds, 1.2% hits; recombinant PAFAH1B2, FP-rhodamine activity probe, fluorescence polarization;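 active = inhibition above the mean of all tested compounds plus 3 SD, cut at about 24% in these data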;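 also: 0% = enzyme with DMSO and 100% = wells lacking PAFAH1B2; many of its hits are not listed in these tables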
Fam108B counter: Fam108B inhibition, counter-screen for RBBP9 inhibitors | recombinant Fam108B, FP-Rh probe fluorescence polarization | 300,000 compounds, 0.33% hits | inhibition, % at 9.51 µM;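 active = inhibition above the screen mean inhibition plus 3 SD, computed separately per campaign, cut at about 18% in these data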;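 also: inhibitors lower polarization as less probe binds the enzyme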
MEX-5 binding: C. elegans MEX-5 TCR-2 RNA binding activity; Q9XUB2; MEX-5/FITC-TCR2 RNA binding, fluorescence polarization; stronger effect = lower value; activity score (negative = inhibition of binding), % at 10 µM; 300,000 compounds, 0.38% hits; AID 1832;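 active = inhibition past about -25% in most replicates, and total fluorescence under double the plate's negative control median, limit read from the data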;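 also: 0% = DMSO and -100% = 5 µM competing unlabeled TCR2 RNA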
AHR act: human AHR activation. P35869. AHR-responsive luciferase reporter cells, luminescence. activation, % at 5 µM. 320,000 compounds, 2.5% hits; in the data active = activation above about 47%;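 also: 0% = vehicle wells and 100% = reference agonist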
Numbers without * were called inactive; . = no result given.

SMILES	GLD-1 TGE inh	MCL1 BIM primary	pPAFAH inh	BCLXL inh	PME-1 inh	PAFAH1B2 FP inh	Fam108B counter	MEX-5 binding	AHR act
CCCC(=O)c1ccc(N2CCN(S(=O)(=O)c3ccc(C)cc3)CC2)c(F)c1	-7	6	-1	3	4	-2	-5	-1.8	2
COc1ccc2nc3oc(C(=O)NC4CCN(Cc5ccccc5)CC4)cc3cc2c1	0	-4	2	1	1	9	3	.	-1
CCOC(=O)CN(C(=O)COc1nc(-c2ccccc2)cc(C)c1C#N)c1cccc(OC)c1	4	6	-1	-1	-6	-2	-1	5.0	0
CN(CC(=O)Nc1ccc(S(N)(=O)=O)cc1)c1ccccc1	-1	4	2	0	-5	9	5	-1.2	-5
CCOC(=O)CN1N=C(c2ccc(Cl)cc2)CCC1=O	-2	0	4	0	-3	1	2	-1.2	3
O=C(CN1CCCC1)N1c2ccccc2C=Cc2ccccc21	8	0	1	4	-5	1	5	-1.0	-1
CCOC(=O)c1cc(=O)c2ccc(OCC(=O)Nc3ccc(F)cc3)cc2o1	-4	-6	-5	5	7	5	-2	2.3	0
O=C(NC(Cc1ccccc1)c1nc2ccccc2[nH]1)C1CC(=O)N(c2ccc3c(c2)OCCO3)C1 (configuration not stated)	-2	-12	5	-1	3	2	1	-0.7	11
CN(NC(=O)c1ccccc1Cl)c1ncc(C(F)(F)F)cc1Cl	6	-1	2	5	-4	1	-1	-4.2	2
COc1ccc(NC(=O)/C(C#N)=C/c2ncc([N+](=O)[O-])n2C)c(OC)c1	0	3	4	5	0	3	1	2.2	11
COc1ccc(-n2cnc3cc(C(=O)N4CCOCC4)ccc32)cc1	1	-1	4	3	-1	-1	-2	-1.0	3
O=C(O)C1=C[C@@H](c2ccc(Br)cc2)C[C@@H](OCCCCO)O1	-1	3	2	6	1	0	2	0.4	0
CS(=O)(=O)Nc1ccc(S(=O)(=O)Nc2nccs2)cc1	6	1	-4	-3	-5	1	6	-0.1	-1
CC(CC(=O)O)n1nnc2ccccc21 (configuration not stated)	1	2	1	7	4	4	2	0.3	1
CCN1C(=O)[C@H]2[C@@H](c3ccc(-c4ccc(C(C)=O)cc4)cc3)N[C@@](C)(C(=O)OC)[C@H]2C1=O	0	.	3	.	.	4	.	.	1
COc1ccc(C(CCNCc2ccc(N(C)C)cc2)C(C)C)cc1 (configuration not stated)	3	10	-2	3	-2	-2	-3	-3.0	0
O=C1NC(=O)/C(=C/c2ccco2)N1	3	2	3	0	4	1	.	.	0
COc1cc(NC(=O)CN(C)S(=O)(=O)c2ccc3c(c2)CC(C)N3C(C)=O)cc(OC)c1OC (configuration not stated)	4	9	8	5	2	5	-3	-1.7	2
Cc1cc(C)c(C)c(OCCOCCN2CCOCC2)c1	-2	-8	0	-4	0	6	0	2.1	1
CC1CC(C)CN(CC(=O)N2c3ccccc3CCc3ccccc32)C1 (configuration not stated)	3	5	-1	-1	8	-2	0	-0.1	3
Cc1ccc(Cc2cc(-c3ccc(C)cc3)n[nH]c2=O)cc1	-1	2	9	-26	0	.	0	-2.1	1
C/C(CCc1ccccc1)=N\NC(=O)C(=O)Nc1cccc(Cl)c1	13	5	-9	0	-4	1	-2	1.6	-6
Cc1ccc2c(c1)C(C)(C)[C@]1(C)NC(=O)CCN21	8	3	-12	4	-7	1	-2	-1.4	1
COc1ccc(C(=O)NCCNc2nc3c(C)cccc3cc2C#N)cc1	2	-3	2	6	5	8	1	-2.4	-6
O=C1c2cccnc2C(O)N1C1CCCCC1 (configuration not stated)	1	8	1	3	0	1	10	1.2	2
COc1ccc2nc(C)cc(Nc3ccccc3O)c2c1	1	1	4	6	6	0	0	0.5	0
CN(C)C(=O)CN1C(=O)c2cccc3cccc1c23	-4	0	-1	3	-2	2	6	-1.0	5
Cc1ccc(-n2nnnc2-c2ccccc2Br)cc1	3	6	3	8	8	.	3	-0.8	-1
O=C(c1ccccc1)c1ccc2nc[nH]c2c1	0	2	5	1	-4	-2	-1	1.4	14
CCCCCCCCNC(=O)c1cccnc1SCC(=O)Nc1ccccc1OC	7	9	6	7	-4	3	0	0.7	19
CC12CN3CC(C)(CN(C1)C3c1ccccc1)C2O (configuration not stated)	-5	0	4	0	-2	-1	3	3.7	0
COCCNC(=S)N/N=C(\C)c1ccc(Cl)c(Cl)c1	8	2	6	6	-4	-2	-2	-3.2	31
COc1ccc(OC)c(N(CC(=O)Nc2ccc3c(c2)OCCO3)S(C)(=O)=O)c1	0	2	1	3	3	-2	2	-0.5	3
COC(=O)c1cc(NC(=O)c2cc(C(C)(C)C)nn2Cc2cccc(C)c2)ccc1N1CCOCC1	2	2	3	-1	3	-2	-2	-1.7	3
FC(F)(F)c1cnc(N2CCC(=NOCc3ccc(Cl)cc3)CC2)c(Cl)c1	0	1	-1	3	0	1	-2	3.9	-2
CCOc1ccccc1C(=O)Nn1c(C2CCC2)nc2ccccc2c1=O	-4	9	-2	6	-4	-5	-3	2.2	40

Of the compounds above, 3 have an NH in an aromatic ring:
SMILES	GLD-1 TGE inh	MCL1 BIM primary	pPAFAH inh	BCLXL inh	PME-1 inh	PAFAH1B2 FP inh	Fam108B counter	MEX-5 binding	AHR act
O=C(NC(Cc1ccccc1)c1nc2ccccc2[nH]1)C1CC(=O)N(c2ccc3c(c2)OCCO3)C1 (configuration not stated)	-2	-12	5	-1	3	2	1	-0.7	11
Cc1ccc(Cc2cc(-c3ccc(C)cc3)n[nH]c2=O)cc1	-1	2	9	-26	0	.	0	-2.1	1
O=C(c1ccccc1)c1ccc2nc[nH]c2c1	0	2	5	1	-4	-2	-1	1.4	14

The listing continues:
SMILES	GLD-1 TGE inh	MCL1 BIM primary	pPAFAH inh	BCLXL inh	PME-1 inh	PAFAH1B2 FP inh	Fam108B counter	MEX-5 binding	AHR act
O=C(COC(=O)c1ccccc1O)NC12CC3CC(CC(C3)C1)C2	-1	.	11	.	.	11	.	.	1
Cc1ccccc1C(=O)Nc1ccccc1	12	4	-2	7	-1	4	0	1.4	1
CC1CCC(C(C)C)C(OC(=O)C[n+]2cc(-c3ccc(Cl)cc3)n3c2CCCCC3)C1 (configuration not stated)	8	2	9	4	-8	5	0	0.0	2
CC(Oc1cc(F)ccc1[N+](=O)[O-])C(=O)Nc1ccc(S(=O)(=O)N2CCCC2)cc1 (configuration not stated)	3	-2	4	0	14	-1	2	-1.4	0
O=C(NCCCCc1ccccc1)c1ccccc1	-3	0	-4	5	3	6	1	1.4	-2
Cc1ccc(/C=C/C(=O)Nc2nccs2)o1	7	1	4	7	-2	-2	2	-0.2	29
C[C@@H]1C=C(C(=O)N2CCN(Cc3ccc4c(c3)OCO4)CC2)O[C@H](OCCCCO)C1	5	6	-2	8	4	5	1	-2.4	3
CN(c1ccccc1)c1nc(N)c([N+](=O)[O-])c(Nc2ccccc2)n1	3	-3	-2	-3	-11	-2	-7	-1.4	9
COc1ccc(CCNC(=O)Cn2ccc3c(OC)cccc3c2=O)cc1OC	4	-1	-1	5	4	7	1	1.0	0
O=C(N[C@@H](c1ccccc1)[C@@H]1C[C@H]1C(=O)NCc1ccccn1)OCc1ccccc1	-1	7	8	5	2	7	2	1.7	1
CCCn1c(C2CCCN2c2nc(-c3ccc(OC)cc3)cs2)nc2ccccc21 (configuration not stated)	9	12	3	7	4	-6	2	-6.4	15
COc1cccc(NC(=O)N2CCCC2C(=O)NCc2ccccc2F)c1 (configuration not stated)	-3	6	2	4	2	3	6	-0.2	-1
COc1ccc(N2C(=O)C(Cl)=C(Nc3ccc(OC)cc3OC)C2=O)cc1	-5	0	-10	5	-5	8	2	-1.5	2
Cc1cccc(NC(=O)COc2ccc(Br)cc2)n1	-3	7	0	2	-125	4	2	0.7	78*
COc1cc(/C=C(/C#N)c2nc3ccccc3[nH]2)ccc1OCC(=O)Nc1ccccc1C	5	9	1	11	-22	-8	-32	.	7
CN(C)c1ccc(/C=N/O)cc1	0	-1	1	0	0	0	2	0.1	3
O=C(CSc1nc2ccc([N+](=O)[O-])cc2[nH]1)NC1CCCCCC1	0	1	9	3	1	8	1	0.0	20
O=C(c1ccccc1)c1ccc(OCC(O)CNCc2ccc(Cl)cc2)cc1 (configuration not stated)	2	-4	-1	4	0	3	4	-3.1	-2
CCCN(C(=O)Cc1coc2cc(OC)ccc12)C1CCS(=O)(=O)C1 (configuration not stated)	3	.	3	.	.	3	.	.	1
COc1ccc(Cl)c(NCCC(=O)O)c1	0	-2	2	2	3	5	1	0.4	0
CC(C)(C)c1ccc(C(=O)NC(CC(=O)O)c2ccc(OC3CCCC3)cc2)cc1 (configuration not stated)	4	4	6	5	-8	7	-5	-0.5	0
COc1ccccc1NC(=O)C(NC(=O)OC(C)(C)C)C(C)OCc1ccccc1 (configuration not stated)	29	0	0	1	-3	1	-4	-1.8	2
O=C(CNCCO)N1CCc2ccccc21	9	3	2	-1	-8	4	-3	-1.8	7
CCc1ccc(/C=C2/Sc3ccccc3N(CC(=O)NCCCN3CCOCC3)C2=O)cc1	-5	4	9	8	-1	4	-2	-0.3	-1
Cc1noc(C)c1S(=O)(=O)Nc1ccc(C(=O)NC2CCCCCC2)cc1	2	8	6	5	5	5	3	-2.6	0
CCSc1nnc(NC(=O)C(C)(C(F)(F)F)C(F)(F)F)s1	-3	2	7	1	2	7	4	1.1	2
CC(=O)Nc1ccc(S(=O)(=O)N(C)c2ccc(OCCOc3cccc(C)c3)cc2)cc1	24	.	11	.	.	11	.	.	2
CC(C)(C)OC(=O)CN1c2cccc3cccc(c23)S1(=O)=O	3	5	5	-2	3	8	-4	-0.7	3
COc1ccc(-n2c(SCC(=O)c3ccc[nH]3)nnc2-c2ccccc2)cc1	-5	-10	1	2	-7	3	-3	-0.9	0
Cc1ccc(S(=O)(=O)NCC(c2cccnc2)N2CCc3ccccc32)cc1 (configuration not stated)	-9	3	3	3	6	13	-3	-2.2	6
C=CCn1cnc2c(nnn2-c2ccc(Cl)cc2)c1=O	2	3	3	8	-1	0	4	2.6	84*
Cn1cnc(S(=O)(=O)N2CCN(C(c3ccccc3)c3ccccc3)CC2)c1	-6	7	3	8	-1	-1	5	1.6	-1
O=C(Cn1ncc(Cl)c(Cl)c1=O)c1ccc2c(c1)OCCO2	-4	.	1	.	.	-5	.	.	3
O=C(NCc1ccccc1)NC1(C(=O)N2CCOCC2)CCCCC1	5	4	0	0	3	4	4	0.4	0
COCc1c(C(=O)NCc2ccccc2CN2CCCC2)oc2ccccc12	5	-4	3	2	-5	-1	.	.	13
C/C(Cc1ccccc1)=N\NC(=O)CNC(=O)c1ccc2c(c1)OCCO2	3	6	-1	5	-4	5	-3	0.2	4
Cc1ccc(OP(=O)(Nc2c(C)n(C)n(-c3ccccc3)c2=O)Oc2ccc(C)cc2)cc1	3	2	6	2	2	8	-1	1.4	-2
CC1(C)C(=O)OC(c2c(F)c(F)c(F)c(F)c2F)C2(CCCCC2)C1=O (configuration not stated)	7	2	-1	2	-5	8	2	-1.2	1
O=C(O)CSc1nnc(Cn2nnc3ccccc32)n1CCc1ccccc1	-2	-9	-1	0	0	-2	-6	-1.2	5
CC(C)OC(=O)c1ccc(NC(=O)Cn2c(-c3nonc3N)nc3ccccc32)cc1	4	-1	-15	0	-8	-2	-10	8.5	-3
CCCCNC(=S)NNC(=O)c1csc2ccccc12	-3	-1	1	1	3	1	3	3.2	2
O=C(c1cnn(-c2ccccc2)c1)c1ccc2ccccc2c1O	8	5	5	3	-3	3	-3	-2.2	5
COCC(C)n1c(C)cc(C(=O)CN2c3cccc4cccc(c34)S2(=O)=O)c1C (configuration not stated)	2	13	6	2	-1	3	.	.	2

A portion of the library, so the mix of outcomes need not match the whole.
